RNase H inhibition – RNase H inhibition, HIV 1 Gag Pol polyprotein, FRET biochemical assay, screening (AID 372); inhibition, % at 10 µM, or IC50 in µM where a hit was titrated; 0.77% of 100,000 active; HIV-1 RT RNase H, FRET RNA/DNA substrate fluorescence; higher % means a stronger effect; in the data active means inhibition above about 50%
Starred values were filed as active, the others as inactive.

What do the screens show for `CCn1c(SCC(=O)N/N=C/c2ccccc2Cl)nc2ccccc21`?
RNase H inhibition: 40%

Results for CN1C(=O)C(=O)/C(=C(/O)c2ccc(Br)cc2)C1c1ccccc1 (stereo not drawn) ?
RNase H inhibition: 11%

How did Cc1ccc(C)c(C(=O)c2ccccc2NC(=O)c2ccccn2)c1 do in these assays?
RNase H inhibition: 13%

How did O=c1c2ccccc2nc(/C=C/c2ccc3c(c2)OCO3)n1-c1ccc([N+](=O)[O-])cc1 do in these assays?
RNase H inhibition: 7%

How did O=C(Nc1cccc2nsnc12)c1ccc(OCc2ccccc2)cc1 do in these assays?
RNase H inhibition: 7%

Results for O=C(Nc1cccc(O)c1)c1cccnc1 ?
RNase H inhibition: 4%

Results for COc1cc(C=Nc2ccc(N(C)C)cc2)cc(I)c1O ?
RNase H inhibition: 10%

What do the screens show for `COc1ccc(CN2CCN(Cc3cccc([N+](=O)[O-])c3)CC2)cc1Br`?
RNase H inhibition: 16%

How did COC(=O)c1ccc(NC(=O)/C(=C\c2ccc(OC)cc2)NC(=O)c2ccccc2)cc1 do in these assays?
RNase H inhibition: 0%

Results for Cc1ccc(Nc2nc3nonc3nc2N)c(C)c1 ?
RNase H inhibition: 3%

What do the screens show for `COc1ccc(C(=O)NC(=S)Nc2ccc(Cl)c(-c3nc4ccccc4o3)c2)cc1OC`?
RNase H inhibition: 9%

What do the screens show for `Cc1ccc2oc(-c3cccc(NC(=S)NC(=O)c4ccccc4F)c3)nc2c1`?
RNase H inhibition: 8%

Results for CN1C(=O)C(=Cc2ccc(-c3cc(Cl)ccc3Cl)o2)C(=O)N(C)C1=O ?
RNase H inhibition: 20%

Results for O=C(CSc1nc2c(c(=O)n1CCc1ccccc1)C1(CCCCC1)Cc1ccccc1-2)c1ccc(Cl)cc1 ?
RNase H inhibition: 6%

What do the screens show for `COc1ccc(NC(=O)c2cccc(F)c2)cc1`?
RNase H inhibition: 6%

What do the screens show for `C=CCc1ccccc1OCCOc1ccc(/C=N/n2cnnc2)cc1OC`?
RNase H inhibition: 27%

What do the screens show for `O=C(N/N=C/c1ccccc1OCc1cccc(Br)c1)c1ccccc1O`?
RNase H inhibition: 0%

What do the screens show for `CCN(C(=O)c1ccccc1F)c1ccccc1`?
RNase H inhibition: 18%

What do the screens show for `Cc1ccccc1C(=O)Nc1ccc2c(c1)C(=O)c1ccccc1C2=O`?
RNase H inhibition: 18%

What do the screens show for `CNC(=S)NC12CC3CC(CC(C3)C1)C2`?
RNase H inhibition: 18%

The final 3 compounds of the section above are carried over, then new ones follow:
What do the screens show for `CCN(C(=O)c1ccccc1F)c1ccccc1`?
RNase H inhibition: 18%

What do the screens show for `Cc1ccccc1C(=O)Nc1ccc2c(c1)C(=O)c1ccccc1C2=O`?
RNase H inhibition: 18%

What do the screens show for `CNC(=S)NC12CC3CC(CC(C3)C1)C2`?
RNase H inhibition: 18%

What do the screens show for `O=C(c1nn2c(c1Br)NC(c1cccs1)CC2C(F)(F)F)N(Cc1ccccc1)Cc1ccccc1` (stereo not drawn)?
RNase H inhibition: 0%

How did Brc1ccc(/C=N/c2nc3c(s2)CCCC3)cc1 do in these assays?
RNase H inhibition: 25%

What do the screens show for `Cc1cc(C)n(/N=C/c2ccc3c(c2)OCO3)c(=O)c1C#N`?
RNase H inhibition: 0%

What do the screens show for `Cc1ccc(OCC(=O)Nc2cc(Cl)cc(Cl)c2)cc1`?
RNase H inhibition: 9%

How did CCCOc1ccc(C(=O)Nc2c(C)cc(Br)cc2C)cc1 do in these assays?
RNase H inhibition: 2%

Results for C=CCNC(=O)c1ccc(CN(c2ccc(C)c(C)c2)S(C)(=O)=O)cc1 ?
RNase H inhibition: 10%

Results for Cc1ccc(NC(=O)COc2cc(C)c(Cl)c(C)c2)c(Br)c1 ?
RNase H inhibition: 0%

What do the screens show for `O=C1CCCc2c1[nH]c1ccc(Br)cc21`?
RNase H inhibition: 0%

Results for COc1ccc(N(CC(=O)Nc2cc(OC)ccc2OC)S(=O)(=O)c2ccc(OC)c(OC)c2)cc1 ?
RNase H inhibition: 4%

What do the screens show for `O=C(CCSCc1ccc([N+](=O)[O-])cc1)OCC(=O)c1ccccc1`?
RNase H inhibition: 15%

Results for C=CCN1C(=O)/C(=C/c2cc(Cl)c(OCCOc3cc(C)ccc3C)c(OC)c2)SC1=S ?
RNase H inhibition: 22%

How did Clc1ccccc1CN1CCN(N=Cc2cccs2)CC1 do in these assays?
RNase H inhibition: 8%

What do the screens show for `CCCOc1ccc(/C=C/C(=O)Nc2ccc(S(=O)(=O)Nc3ncccn3)cc2)cc1OC`?
RNase H inhibition: 61%*

What do the screens show for `Cc1cc(C)cc(N2C(=O)NC(=O)/C(=C\c3c(F)cccc3Cl)C2=O)c1`?
RNase H inhibition: 8%

Results for O=[N+]([O-])c1ccc(N=Cc2c[nH]c3ccccc23)c(Br)c1 ?
RNase H inhibition: 1%

Results for CCOC1C(OCC)N(S(=O)(=O)c2ccc(C)cc2)CCN1S(=O)(=O)c1ccc(C)cc1 (stereo not drawn) ?
RNase H inhibition: 15%

What do the screens show for `CC1CC(N(C(=O)c2ccco2)c2ccccc2)c2ccccc2N1` (stereo not drawn)?
RNase H inhibition: 0%

What do the screens show for `CCc1ccc(N2N=C(C)/C(=C\c3cc(Br)c(O)c(OC)c3)C2=O)cc1`?
RNase H inhibition: 37%

Results for Cc1cccc(/C(N)=N/OC(=O)c2ccc(I)cc2)c1 ?
RNase H inhibition: 8%

How did NS(=O)(=O)c1ccc(NC(=O)CCN2C(=O)S/C(=C\c3ccc(Cl)cc3)C2=O)cc1 do in these assays?
RNase H inhibition: 38%

Arranged by molar mass (ascending): part of the list above
What do the screens show for `CC1CC(N(C(=O)c2ccco2)c2ccccc2)c2ccccc2N1` (stereo not drawn)?
RNase H inhibition: 0%

How did NS(=O)(=O)c1ccc(NC(=O)CCN2C(=O)S/C(=C\c3ccc(Cl)cc3)C2=O)cc1 do in these assays?
RNase H inhibition: 38%

Results for CCOC1C(OCC)N(S(=O)(=O)c2ccc(C)cc2)CCN1S(=O)(=O)c1ccc(C)cc1 (stereo not drawn) ?
RNase H inhibition: 15%

Further compounds follow:
Results for O=C(/C=C/c1ccc(OCc2ccccc2)cc1)c1ccc(Cl)cc1 ?
RNase H inhibition: 0%

What do the screens show for `CCN(CC)c1ccc(C2NC(=O)NC(C)=C2C(=O)OCCOc2ccccc2)cc1` (stereo not drawn)?
RNase H inhibition: 37%

Results for CC1=C(C(=O)OC(C)C)C(c2ccsc2)C2=C(CCCC2=O)N1 (stereo not drawn) ?
RNase H inhibition: 3%

Results for O=C(Nc1ccc(-c2nc3ccccc3s2)c(O)c1)c1ccncc1 ?
RNase H inhibition: 15%

Results for COc1cc(CN2CCCN(C)CC2)cc(OC)c1OC ?
RNase H inhibition: 23%

Results for CCCn1c(-c2cccc(Br)c2)nc2ccccc21 ?
RNase H inhibition: 4%

Results for CC1=C(C(=O)OCC(Cl)(Cl)Cl)C(c2ccccc2F)NC(=O)N1 (stereo not drawn) ?
RNase H inhibition: 12%

Results for NC(=O)c1ccccc1NC(=O)c1cccc(Cl)c1 ?
RNase H inhibition: 13%

Results for CC1CCN(C(=O)CSCc2cccc(Br)c2)CC1 ?
RNase H inhibition: 7%

How did CCN1C(=O)/C(=C/c2cccc(OCc3ccccc3Cl)c2)SC1=S do in these assays?
RNase H inhibition: 32%

How did O=C(COc1ccc(I)cc1)NN=C1CCCCCCCCCCC1 do in these assays?
RNase H inhibition: 4%

How did COCc1ccccc1P(=O)(c1ccccc1)c1ccccc1 do in these assays?
RNase H inhibition: 17%

How did CC(C)(C)NC(=O)c1ccc(-c2ccc(Br)cc2)o1 do in these assays?
RNase H inhibition: 0%

How did O=C1CC(c2ccc(F)c(F)c2)c2cc(Br)c3ccccc3c2N1 (stereo not drawn) do in these assays?
RNase H inhibition: 32%

What do the screens show for `COc1ccccc1/C=C(\NC(=O)c1ccccc1)C(=O)N1CCN(C)CC1`?
RNase H inhibition: 14%

How did O=C1NC(=O)N(c2ccc(Br)cc2)C(=O)/C1=C/c1ccco1 do in these assays?
RNase H inhibition: 12%

What do the screens show for `Cc1cc(C)c(C=C2C(=O)c3ccccc3C2=O)cc1C`?
RNase H inhibition: 15%

What do the screens show for `C=CCC1(C#N)C(=S)NC2=C(C(=O)CC(C)(C)C2)C1c1ccc(Br)cc1` (stereo not drawn)?
RNase H inhibition: 5%

What do the screens show for `COc1ccc(N2C(=O)/C(=C/c3ccc(-c4ccc(C(=O)O)cc4)o3)C(=O)NC2=S)cc1`?
RNase H inhibition: 27%

What do the screens show for `CCOc1ccc(/C=N/Nc2cc(C)c3ccccc3n2)cc1`?
RNase H inhibition: 6%

In the list so far, 2 contain an NH in an aromatic ring.
What do the screens show for `O=C1CCCc2c1[nH]c1ccc(Br)cc21`?
RNase H inhibition: 0%

Results for O=[N+]([O-])c1ccc(N=Cc2c[nH]c3ccccc23)c(Br)c1 ?
RNase H inhibition: 1%

(continued)
What do the screens show for `Cc1cc(N2C(=O)NC(=O)/C(=C\c3ccc(C(=O)O)cc3)C2=O)ccc1Br`?
RNase H inhibition: 1%

Results for COc1cc(OC)c(OC)cc1CN1CCN(Cc2cc(OC)c(OC)cc2[N+](=O)[O-])CC1 ?
RNase H inhibition: 9%

How did CCOC(=O)c1c(NC(=O)COc2ccc([N+](=O)[O-])cc2)sc(C)c1C do in these assays?
RNase H inhibition: 43%

Results for O=C(/C=C/Nc1ccc(Cl)c([N+](=O)[O-])c1)c1ccccc1 ?
RNase H inhibition: 10%

How did CCOC(=O)c1sc(NC(=O)c2c(-c3ccccc3)noc2C)c(C(=O)OCC)c1C do in these assays?
RNase H inhibition: 7%

What do the screens show for `O=C1c2ccccc2NC(c2ccc(Br)cc2)N1c1ccc(Br)cc1` (stereo not drawn)?
RNase H inhibition: 14%

How did O=C(Nc1ccc(I)cc1)c1ccc(C(=O)Nc2ccc(I)cc2)cc1 do in these assays?
RNase H inhibition: 7%

Results for O=C(Nc1ccc(-c2nc3ccccc3c(=O)o2)cc1)c1cccc([N+](=O)[O-])c1 ?
RNase H inhibition: 5%

Results for CCOC(=O)C1=C(C)N=c2s/c(=C\c3ccc4c(c3)OCO4)c(=O)n2C1c1ccc(OC(C)=O)cc1 (stereo not drawn) ?
RNase H inhibition: 12%

How did CS(=O)(=O)N(CC(=O)Nc1ccc(F)cc1)c1cccc(C(F)(F)F)c1 do in these assays?
RNase H inhibition: 0%

What do the screens show for `O=[N+]([O-])c1cc(/C=N\Nc2nccs2)ccc1O`?
RNase H inhibition: 15%

How did C=CCN1C(=O)/C(=C\c2cc(Cl)cc([N+](=O)[O-])c2O)SC1=S do in these assays?
RNase H inhibition: 14%

Results for COC(=O)C1=C(C)N(c2ccc(Cl)cc2)C(=O)/C1=C\c1ccc(O)c(OC)c1 ?
RNase H inhibition: 27%

What do the screens show for `O=C(Nc1ccc(NS(=O)(=O)c2ccccc2)cc1)c1ccccc1`?
RNase H inhibition: 11%

What do the screens show for `COc1ccc2c(c1)N(C(=O)c1ccc([N+](=O)[O-])cc1)C(C)(C)c1ssc(=S)c1-2`?
RNase H inhibition: 13%

Results for Cc1ccccc1C(=O)Nc1ccc(Br)cc1 ?
RNase H inhibition: 0%

What do the screens show for `CCCCSCC(COC)OC(=O)c1ccccc1` (stereo not drawn)?
RNase H inhibition: 8%

How did O=c1/c(=C/c2ccc(-c3ccccc3Cl)o2)sc2nc3ccccc3n12 do in these assays?
RNase H inhibition: 3%

Results for Cc1ccc(C23CC4CC(CC(C(=O)Nc5nn[nH]n5)(C4)C2)C3)cc1 ?
RNase H inhibition: 3%

Results for CCCCOc1cccc(C(=O)NC(=S)Nc2ccc(O)c(-c3nc4ccccc4s3)c2)c1 ?
RNase H inhibition: 11%

Results for CCc1cc(C(=O)N/N=C/c2ccc(O)cc2O)c2ccccc2n1 ?
RNase H inhibition: 7%

Results for O=C(Nc1ccc(I)cc1Cl)c1cccc2ccccc12 ?
RNase H inhibition: 8%

What do the screens show for `COc1cccc2c1NC(c1ccc(F)cc1)C1CC=CC21` (stereo not drawn)?
RNase H inhibition: 35%

What do the screens show for `O=C(O)C(Cc1ccccc1)N1C(=O)/C(=C/c2ccc(F)cc2)SC1=S` (stereo not drawn)?
RNase H inhibition: 14%

Results for COC(=O)C1=NN(C(=O)C(C)C)C(O)(c2ccccc2)C1 (stereo not drawn) ?
RNase H inhibition: 0%

How did c1ccc(-c2noc(-c3cccs3)n2)cc1 do in these assays?
RNase H inhibition: 8%

How did O=[N+]([O-])c1ccccc1Nc1nnc(-c2ccccc2)c(-c2ccccc2)n1 do in these assays?
RNase H inhibition: 9%

How did CC(=O)OC[C@H]1OC(On2c(-c3ccccc3)nc3ccccc3c2=O)[C@H](OC(C)=O)[C@H](OC(C)=O)[C@H]1OC(C)=O (stereo partly drawn) do in these assays?
RNase H inhibition: 15%

How did COc1ccc(N2C(=O)CC(NCC#N)C2=O)cc1 (stereo not drawn) do in these assays?
RNase H inhibition: 2%

What do the screens show for `CN1C(=O)C(=O)/C(=C(/O)c2ccccc2)C1c1ccc(F)cc1` (stereo not drawn)?
RNase H inhibition: 0%

How did NC(=O)c1ccccc1-c1ccccc1C(=O)O do in these assays?
RNase H inhibition: 0%

What do the screens show for `COc1cc(C(=O)NN=C2CCCCCC2)cc(OC)c1OC`?
RNase H inhibition: 4%

How did CC1=C(C(=O)OC2CCCCC2)C(c2ccncc2)C2=C(CC(c3ccccc3)CC2=O)N1 (stereo not drawn) do in these assays?
RNase H inhibition: 18%

What do the screens show for `CCN(CC)CCN(CC)Cc1cccc(Cl)c1`?
RNase H inhibition: 7%

What do the screens show for `CC(C)(C)C1CCC(N2CCN(c3ccc([N+](=O)[O-])cc3)CC2)CC1` (stereo not drawn)?
RNase H inhibition: 4%

How did CC1=C(C(=O)OC(C)C)C(c2cc3c(cc2[N+](=O)[O-])OCO3)C2=C(CC(C)(C)CC2=O)N1 (stereo not drawn) do in these assays?
RNase H inhibition: 4%

Results for Cc1ccc(C=Nc2ccc(Nc3ccccc3)cc2)s1 ?
RNase H inhibition: 10%

Results for Oc1cccc(C=Nc2cccc3c(N=Cc4cccc(O)c4O)cccc23)c1O ?
RNase H inhibition: 15%

What do the screens show for `COc1cc(/C=C/C(=O)Nc2nnc(C(C)C)s2)ccc1OCc1ccc(Cl)cc1`?
RNase H inhibition: 46%

Assay outcomes: PubChem BioAssay, MTDP

This is a subset; count on the stated rates, not on these rows.
